Compound activity deposited in PubChem BioAssay by National Center for Advancing Translational Sciences (NCATS).
ERK EGF inh = inhibitors of EGF-stimulated ERK signaling pathway; HEK293-V1b, EGF-stimulated phospho-ERK AlphaScreen; Potency, µM (doses to about 11.5 µM), without a hit: at the highest dose activity change, negative = inhibition, most hits filed as inhibitors; 130,000 tested, 0.41% active; active = well fitted inhibition curve with a large enough effect; inconclusive = small, poorly fitted or top-dose-only effect, or effect the other way;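 note: plate controls were stimulated vehicle wells for no effect and unstimulated vehicle basal for full effect; nearly all actives have a fitted effect of over 55% in size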
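HEK293 cells stably expressing V1b receptor, serum-reduced (1% FBS) overnight, pretreated 30 min with compound, then stimulated 5 min with 25 nM EGF; phospho-ERK detected by AlphaScreen SureFire. AC50 from Hill fits, normalized to DMSO and EGF.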
Active calls of the source: *; ? = inconclusive; [ ] = remark or other dose. Potency is the fitted concentration of half-maximal effect. Not all compounds are listed (hit frequency here may not be typical).

Structure	ERK EGF inh
O=C(Nc1ccc(Br)cc1)C1CCCN(S(=O)(=O)c2cccnc2)C1 (stereo not drawn)	-7%[57.5 µM]
Fc1cccc(Cc2noc(CN3CCCN(C4Cc5ccccc5C4)CC3)n2)c1	3%
COCCn1c(SCCOc2ccccc2)nc2ccccc2c1=O	5%[57.5 µM]
COc1ccc(C2c3ccc(O)cc3Oc3ncn(CCCO)c(=N)c32)cc1OC (stereo not drawn)	-5%[57.5 µM]
CCN=C1SC(CC(=O)NC(C)c2ccccc2)C(=O)N1CC (stereo not drawn)	9%
O=C(O)CCCCCN1C(=O)C(O)=C(C(=O)/C=C/c2ccccc2)C1c1ccccc1[N+](=O)[O-] (stereo not drawn)	-5%
Cc1ccc(C(=O)NCC(=O)NCC(=O)OCc2ccc(Cl)cc2)cc1	-4%
Cc1cc(C(=O)OCC(=O)NCc2ccc(Cl)cc2)c(C)o1	-2%
CC[N+](CC)(CC)CC(=O)Nc1ccc(SC(F)F)cc1	2%
O=S(=O)(NCc1cc(-c2ccccc2)no1)c1ccccc1Cl	12%
COc1cc(/C(C)=N\NC(N)=S)cc(OC)c1OC	3%
COCCNC(=O)c1cccc(NS(=O)(=O)c2cccc3cccnc23)c1	4%
COc1ccccc1NCC(=O)NNCC(=O)Nc1ccc(F)c(Cl)c1	2%
CNC(=O)C(=O)Nc1nc(C23CC4CC(CC(C4)C2)C3)cs1	-5%
Nc1nnc(SCC(=O)NC2CCCCC2)s1	2%
CC(=O)/C(N=Nc1ccc(-n2ccc(C(F)(F)F)n2)cc1)=C(\C)O	0%[57.5 µM]

Rewritten as labelled records: entries from further up
COCCNC(=O)c1cccc(NS(=O)(=O)c2cccc3cccnc23)c1
  ERK EGF inh: 4%
COc1ccccc1NCC(=O)NNCC(=O)Nc1ccc(F)c(Cl)c1
  ERK EGF inh: 2%
CNC(=O)C(=O)Nc1nc(C23CC4CC(CC(C4)C2)C3)cs1
  ERK EGF inh: -5%
Nc1nnc(SCC(=O)NC2CCCCC2)s1
  ERK EGF inh: 2%

The listing continues.
Structure	ERK EGF inh
CCc1nnc(NC(=O)CSc2nc3ccc(OC)cc3[nH]2)s1	-5%
CC(=O)c1cccc(NC(=S)NC(=O)c2ccc(Br)cc2)c1	0%
Nc1cccc2c1C(=O)N(CC(=O)NC13CC4CC(CC(C4)C1)C3)C2=O	7%
O=C(O)CSc1c(-c2ccccc2)c2cc(Cl)ccc2[nH]c1=O	17%
CCCCn1c(N)c(NCC(C)C)c(=O)[nH]c1=O	-3%
CC1CCN(CC(=O)Nc2ccccc2-c2ccccc2)CC1	11%
O=[N+]([O-])c1ccc2[nH]c(O)c(N=NC3CS(=O)(=O)CC3O)c2c1 (stereo not drawn)	5%[57.5 µM]
C[n+]1ccccc1COc1ccc(C(C)(C)C)cc1	3%
C=CCOC(=O)/C=C/C(=O)NC(N)=O	-7%[57.5 µM]
CCN(CC)C(=O)c1sc2c(c1C)c(=O)n(-c1ccc(OC)cc1OC)c(=O)n2CC(=O)c1ccccc1	-6%
CCC(=O)Nc1nc(-c2cc([N+](=O)[O-])cs2)cs1	0%
CC1(C)C2CC=C(/C=N/NC(=O)c3ccc(Cl)cc3)C1C2 (stereo not drawn)	1%
Cc1nc2ccc(NC(=O)COc3cccc(F)c3)cc2s1	-1%
COc1ccccc1CNC(=O)C(=O)NCC(c1ccco1)N1CCOCC1 (stereo not drawn)	1%
CCOC(=O)c1ccc2nc(CCC(=O)N[C@H](C(=O)OC)C(C)C)c(=O)n(CC)c2c1	4%
CC(=O)Nc1ccc(C(=O)OCC(=O)NCc2ccccc2)cc1	-9%
COC(=O)[C@@]1(Cc2ccccc2)[C@H]2c3cc(C(=O)N4CCCC4)n(Cc4ccc(OC)c(OC)c4)c3C[C@H]2CN1C(=O)c1ccccc1	-6%
CCOc1ccc(NC(=O)N[C@@H](CCSC)C(=O)OC)cc1	27%[57.5 µM]
Cc1ccccc1CNC(=O)Cc1ccccc1[N+](=O)[O-]	-3%
Cn1cccc1/C=N/NC(=O)c1cccnc1	-7%
c1ccc(-c2cn(-c3ccccc3)c3ncnc(N4CCCCC4)c23)cc1	3%
C=CCn1cnc2scc(-c3ccc(C)c(C)c3)c2c1=O	-2%
O=[N+]([O-])c1c(NCCO)cc(N2CCN(Cc3ccc4c(c3)OCO4)CC2)c2nonc12	8%
CCn1c(-c2ccccc2)csc1=Nc1ccc(O)cc1	?
O=C(CN1C(=O)c2cccc3cccc(c23)C1=O)N1CCCCC1	6%
O=C(NCC1CCCO1)c1cc2c(s1)CCC2 (stereo not drawn)	-2%
CCN(CC)CCNc1nc(-n2nc(C)cc2C)nc2sc3c(c12)CC(C)(C)OC3	?
COc1ccc2c(C#N)c3ccccn3c2c1	?
Cc1ccc(NC(=O)c2cc(NC(=O)c3ccccc3C(=O)O)ccc2N2CCCCC2)cc1	3%
Cc1c(C(=O)c2ccccc2)c(=O)n(C)c(=O)n1C	2%[57.5 µM]
CCOC(=O)c1cccnc1NC(=O)c1ccncc1	3%
Cn1c(-[n+]2c(-c3ccccc3)cc(-c3ccccc3)cc2-c2ccccc2)nc2c([N+](=O)[O-])cccc21	-7%
O=C(Cn1cnc2cc([N+](=O)[O-])ccc2c1=O)NCCc1ccc(Cl)cc1	1%
O=C1CNC(=O)/C1=C\c1ccc(O)cc1	3%
COc1ccc(CNC(=O)CCSCc2ccccc2Cl)c(OC)c1	3%
Cc1cc(C)c(NC(=O)CSc2ccc(-c3cccnc3)nn2)c(C)c1	2%
COc1ccc(NC(=O)CSc2nnc(Cc3cccn3C)n2-c2ccc(OC)cc2)cc1	-3%
CCOc1ccc(-n2c(O)c(/C=N/NC(=O)C3COc4ccccc4O3)c3ccccc3c2=O)cc1 (stereo not drawn)	0%
S=C(NCCN1CCOCC1)Nc1ccc(Cl)cc1Cl	3%
CCOC(=O)NC(NC(=S)Nc1ccccc1OC)C(Cl)(Cl)Cl (stereo not drawn)	-10%
CC(=O)OCC(=O)[C@@]1(O)CCC2C3CCC4=CC(=O)CC[C@@]4(C)[C@]3(F)C(O)C[C@]21C (stereo partly drawn)	21%
O=C(COc1ccccc1[N+](=O)[O-])Nc1cc(Cl)ccc1C(=O)O	4%
CCN(CC)S(=O)(=O)c1ccc(C(=O)Oc2cc(C)[nH]c(=O)c2[N+](=O)[O-])cc1	3%
CC(C)/C=N\NC(=O)CCCCC(=O)N/N=C/C(C)C	11%
CCc1nnc(NC(=O)c2csc3c2CCC(C)C3)s1 (stereo not drawn)	-5%
COc1ccc(N2CCN(C(=O)CCc3c[nH]c4ccccc34)CC2)cc1	-8%
CCN(CC)CCN(C(=O)c1ccc(N2C(=O)CCC2=O)cc1)c1nc2cc3c(cc2s1)OCCO3	-14%
COc1cc(/C=C/C(=O)N2CCC=CC2=O)cc(OC)c1OC	-4%
CCn1cc(CNC(=O)c2cc(-c3cc(OC)ccc3OC)nc3ccccc23)c(C)n1	-1%
COC(=O)[C@@]1(Cc2ccccc2)[C@H]2c3cc(C(=O)N4CCCC4)n(Cc4c(CO)[nH]cc(C)c4=O)c3C[C@H]2CN1C(=O)c1ccccc1	2%
C=CCC1C=C(Cc2ccccc2)CC(CC=C)N1 (stereo not drawn)	-1%
CN(C(=O)c1ccccc1C(=O)OCC(=O)NCc1ccccc1)C1CCCCC1	-2%
COc1cccc(N2C(=O)CC(c3c[nH]c4ccccc34)C2=O)c1 (stereo not drawn)	-18%[57.5 µM]
COc1cccc(-c2cc(=O)c3cc(NC(C)=O)ccc3[nH]2)c1	0%
CC/C(=C1/C(=O)CC(C)(C)C(C(=O)OC)C1=O)N1CCCC1 (stereo not drawn)	-11%[57.5 µM]
COc1ccc(NC(=S)NNS(=O)(=O)c2ccc3ccccc3c2)c(OC)c1	-10%

The listing continues:
Structure	ERK EGF inh
CCOC(=O)/C(=C\C=C\c1ccccc1)NC(=O)c1ccccc1	-4%
CC(=O)Nc1ccc(S(=O)(=O)/N=C2/NC(=O)/C(=C\c3ccco3)S2)cc1	19%
Cc1ccc(CNC(=O)CSCc2cccc(F)c2)cc1	-9%
CC(Oc1ccc(Cl)cc1)C(=O)Nc1sccc1C(N)=O (stereo not drawn)	3%
O=C(C1=NN[C@@H]2C(=O)N(c3cccc(C(F)(F)F)c3)C(=O)[C@H]12)c1ccc2ccccc2n1	-8%
Cc1ccc(NC(=O)/C(=C\c2ccccc2)NC(=O)c2ccco2)cc1	1%[57.5 µM]
CCC1=NN(C(=O)c2cccc(Br)c2)C(O)(c2ccc(Br)cc2)C1 (stereo not drawn)	4%
O=C(CNC(=O)c1ccccn1)N/N=C/c1ccc2c(c1)OCO2	-1%
COc1ccc(C2SCCN2C(=S)Nc2cccc(C(F)(F)F)c2)cc1 (stereo not drawn)	6%
CCOC(=O)N1CCN(C(=O)/C(=C/c2ccc(Cl)cc2)NC(=O)c2ccccc2)CC1	-12%
O=C(NCCc1ccccc1)C(NS(=O)(=O)c1cccc2nsnc12)c1ccccc1 (stereo not drawn)	6%
C=CCN1CN=C(NS(=O)(=O)c2ccc(NC(C)=O)cc2)NC1	-1%[57.5 µM]
O=C1/C(=C/c2cccc(Cl)c2)CSc2sccc21	-4%[57.5 µM]
CC(=O)c1cccc(-n2nnnc2SCC(=O)NNC(=O)C2CCCCC2)c1	-13%
O=c1[nH]c(-c2ccc(Cl)cc2)cs1	1%
CCCn1c(CCc2ccccc2)n[nH]c1=S	-4%
CC(=O)NCCc1nc2ccccc2n1Cc1cc(C)ccc1C	-6%[57.5 µM]
Cc1nc2c(C(=O)NCc3cccs3)cnn2c(C)c1Cc1ccccc1	-1%
CCc1ccc(N(C(=O)c2csnn2)C(C(=O)NC(C)(C)CC)c2ccccn2)cc1 (stereo not drawn)	-15%
COc1ccc(/C=N/NC(=O)Nc2cccc3nsnc23)cc1OC	5%
COc1ccccc1CC(=O)N1CCCC(CCC(=O)NCc2ccccc2F)C1 (stereo not drawn)	0%[57.5 µM]
COC(C/C=C/[C@H](O)COCc1ccccc1)OC	1%[57.5 µM]
C=CCNC(=S)/N=c1/ccccn1C	-6%[57.5 µM]
Cn1c(Cn2c(=O)sc3ccccc32)nnc1SCC(=O)NCc1ccc2c(c1)OCO2	13%

Reprinted at random: 2 entries already listed.
Structure	ERK EGF inh
C=CCNC(=S)/N=c1/ccccn1C	-6%[57.5 µM]
CC(=O)NCCc1nc2ccccc2n1Cc1cc(C)ccc1C	-6%[57.5 µM]

The listing continues.
Structure	ERK EGF inh
CC1CCN(S(=O)(=O)c2ccccc2[N+](=O)[O-])CC1	-2%
CCN(Cc1cc(=O)[nH]c2ccccc12)C(=O)c1ccc(C)cc1	-12%[57.5 µM]
Cn1c(=O)c2c(ncn2CC(=O)N/N=C/C(Br)=C/c2ccccc2)n(C)c1=O	-3%
O=C(O)/C=C/C(=O)NNC(=O)c1cc(-c2ccccc2)n[nH]1	-5%
CC[C@@H]1CC=C[C@H]2[C@H]1C(=O)N(Cc1ccccc1)[C@H]2c1ccoc1	-11%[57.5 µM]
COc1ccccc1C(=O)NNC(=O)c1ccc(F)cc1	2%
COc1ccc(NS(=O)(=O)c2cccc(C(=O)N/N=C/c3ccccn3)c2)cc1	-3%
O=C(N/N=C/c1ccccn1)c1cccs1	35%
CCN(CC)C(=O)Cn1cc(SCC(=O)NCc2ccco2)c2ccccc21	6%
C/C=C/C(=O)Nc1nnc(C(C)C)s1	5%
O=C(N/N=C/c1cc([N+](=O)[O-])ccc1O)C1CC1	5%[57.5 µM]
O=C(CSC1=NCCS1)Nc1cccc(F)c1	1%
O=Nc1ccc(NOC(=O)c2ccccc2)cc1	2%
Cc1nc2ccc(Cl)cc2c(-c2ccccc2Cl)c1CC(=O)O	-1%
O=C(Cn1[nH]c(=O)c2ccccc2c1=O)Nc1cccc(S(=O)(=O)N2CCCCCC2)c1	?
COc1ccc(CCNC(=O)C(CC(C)C)NC(N)=O)cc1 (stereo not drawn)	0%
Cc1ccc(-n2ncc(-c3nn[nH]n3)c2N)cc1	13%[57.5 µM]
CCOC(=O)c1c(NC(=O)CSc2cccc[n+]2[O-])sc(C(=O)Nc2ccccc2)c1C	?
CCOC(=O)c1ccc(-n2ccnc2)c(NC(=O)c2cccc(Br)c2)c1	7%
CCN(CC)CCCNC(=S)N(Cc1cccs1)Cc1cc2cc3c(cc2[nH]c1=O)OCCO3	1%
CN(C)S(=O)(=O)c1cc(NC(=O)COC(=O)Cc2ccc(Br)cc2)ccc1Cl	-3%
Cc1ccccc1-c1nnc(-c2ccccc2C)o1	-1%
O=C(Oc1ccc2cc(Br)ccc2c1)N1CCCCCC1	1%
CCOc1ccc(/C=C2\SC(=S)N(C)C2=O)cc1OC	-6%[57.5 µM]
Cc1ccc(CNC(=O)C(=O)NCCC2=CCCCC2)cc1	-1%
Cn1c(N)c(C(=O)COC(=O)c2cc(S(=O)(=O)N3CCCCC3)ccc2Cl)c(=O)n(C)c1=O	2%
